hDAT+cocaine = modulates human dopamine transporter uptake under cocaine; Q01959; LLC-PK1 hDAT cells, [14C]-dopamine uptake with cocaine IC80; actives deviate in either direction; B-score at 10 µM; actives 1.3% (n = 110,000); AID 449768;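 active = Z score or B-score, a plate-position-corrected score, falls beyond the plate's 99.7% confidence bounds, in either direction; inactive = both scores lie inside the 99.7% bounds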;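 note: scored against the spread of the other compound wells on the same plate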
Target sequence (Q01959 whole entry, looked up): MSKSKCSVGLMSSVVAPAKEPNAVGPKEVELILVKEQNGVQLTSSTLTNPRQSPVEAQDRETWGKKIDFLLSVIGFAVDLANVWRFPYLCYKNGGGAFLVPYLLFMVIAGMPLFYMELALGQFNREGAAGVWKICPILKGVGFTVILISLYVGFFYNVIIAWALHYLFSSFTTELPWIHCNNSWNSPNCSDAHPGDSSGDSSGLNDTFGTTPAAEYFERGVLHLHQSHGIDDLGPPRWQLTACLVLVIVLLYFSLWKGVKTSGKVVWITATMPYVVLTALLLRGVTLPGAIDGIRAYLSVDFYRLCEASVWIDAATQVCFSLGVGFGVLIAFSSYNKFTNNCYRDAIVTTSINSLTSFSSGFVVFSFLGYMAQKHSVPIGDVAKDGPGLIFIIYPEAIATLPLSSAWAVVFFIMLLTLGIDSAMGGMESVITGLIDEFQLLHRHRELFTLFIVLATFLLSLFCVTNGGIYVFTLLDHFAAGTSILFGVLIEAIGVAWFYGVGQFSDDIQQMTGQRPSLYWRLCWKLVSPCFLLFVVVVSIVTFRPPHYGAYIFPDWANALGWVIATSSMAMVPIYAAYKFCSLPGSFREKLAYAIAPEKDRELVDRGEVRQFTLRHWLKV
* hit, by the source's call. This is a subset (hit frequency here may not be typical).

no.	mol	hDAT+cocaine
1	CC(NC(=O)C1CCCCC1)C(c1cccs1)N1CCN(C)CC1 (configuration not stated)	-0.58
2	COC(=O)[C@@H]1C[C@@]2(O)[C@H](O)[C@H](O)[C@H](O)C[C@H]2N1CC(c1ccccc1)c1ccccc1	-1.1
3	CN1CCN(C(=O)C2=C[C@@H](C3CC3)C[C@@H](OCc3ccc(CO)cc3)O2)CC1	-0.8
4	Cc1cccc(CN2C(=O)[C@@H]3Cc4c([nH]c5ccccc45)C(C)(C)N3C2=O)c1	2
5	O=C1C2C(c3ccccc3)CC=CC2[C@H](c2ccc3ccccc3c2)N1Cc1ccccc1 (some centres not stated)	-0.54
6	Cc1ccc(Cn2c(C(C)Nc3nc(C)cs3)nc3cc(Cl)c(Cl)cc32)cc1 (configuration not stated)	-0.44
7	CC(=O)Oc1ccc([C@@H]2COc3c(ccc4c3C=CC(C)(C)O4)C2)c(OC(C)=O)c1	-0.81
8	CCCCCCCCCCC[C@@H](C[C@@H]1OC(=O)[C@H]1CCCCCC)OC(=O)[C@H](CC(C)C)NC=O	-1.5
9	C[C@@H](C(=O)N1CCN(C(=O)OC(C)(C)C)CC1)n1cc(CCCN=C(NC(=O)OC(C)(C)C)NC(=O)OC(C)(C)C)nn1	-0.16
10	COc1ccc(-c2ccc(N(C)C)cc2)cc1[C@H]1[C@H]2C=CC[C@@H](C)[C@@H]2C(=O)N1Cc1ccccc1	-0.52
11	C=CCn1c(=O)c2c(nc(-c3ccc(S(=O)(=O)O)cc3)n2C)n(C)c1=O	1.5
12	CCCNC(=O)c1c(CSc2ccccc2)noc1C(=O)NCc1ccccc1	0.021
13	O=C1C=C(c2cccnc2)CCC1	0.85
14	Cc1ccc(-c2[nH]c3cc(C(=O)NCCCn4ccnc4)ccc3c(=O)c2O)cc1	-0.024
15	COc1ccc(C(CCN2CCN(c3ccccc3)CC2)c2c(O)cc(OC)cc2OC)cc1 (configuration not stated)	-0.06
16	Cc1ccc(S(=O)(=O)N2CCC(=O)N(C(COCc3cccc(Cl)c3)Cc3ccccc3)CC2)cc1 (configuration not stated)	1
17	CCC(C)N(C)C(=O)c1cc2ccccc2c(-c2ccccc2Cl)n1 (configuration not stated)	0.33
18	COc1cc(C(CCN2CCCC2)c2c(OC)cc(OC)c3c(C)cc(=O)oc23)cc(OC)c1OC (configuration not stated)	0.61
19	COC(=O)C1=C(C(=O)OC)[C@@H]2Nc3ccccc3[C@@]23C[C@@H](C(=O)OC)N(C(C)=O)C3=N1	-0.068
20	CC(C)(C)c1ccc(C2=CC(c3ccccc3F)n3ncnc3N2)cc1 (configuration not stated)	0.16
21	CCOC(=O)N1CCN(S(=O)(=O)c2ccc(C(=O)NNc3nc4ccc(Cl)cc4s3)cc2)CC1	1.4
22	CCN(CC)C(=O)CC(c1ccc2c(c1)OCO2)c1c(O)cc(OC)cc1OC (configuration not stated)	1.5
23	C[C@@H]1CC[C@@]2(O[C@@H](CCO)C[C@@H](O)[C@@H]2O)O1	-0.085
24	CC(C(=O)O)c1ccc(CC2CCCC2=O)cc1 (configuration not stated)	0.43
25	COC(C[C@@H]1O[C@@H]1C(=O)[C@@H](C)OCc1ccccc1)OC	-1.7
26	CSc1ccc2c(c1)C(N1CCN(C)CC1)Cc1ccccc1S2 (configuration not stated)	0.74
27	NC(=O)[C@@H]1CCCCNc2c(F)cc([N+](=O)[O-])cc2C(=O)N[C@@H](CC(=O)O)C(=O)NCC(=O)N1	-0.27
28	COc1ccc(C2C3C=CCC(c4cccc(-c5ccc(C)cc5)c4)C3C(=O)N2Cc2ccccc2)cc1Cl (configuration not stated)	-0.68
29	Cc1ccc(S(=O)(=O)N2CCC(=O)N(CCOCc3cccc(Cl)c3)CC2)cc1	0.54
30	COCCN1C(=O)N[C@@H](c2ccccc2)[C@H](C(C)=O)[C@H]1C	-1.1

The final two entries of the part above come first, to join the parts.
no.	mol	hDAT+cocaine
29	Cc1ccc(S(=O)(=O)N2CCC(=O)N(CCOCc3cccc(Cl)c3)CC2)cc1	0.54
30	COCCN1C(=O)N[C@@H](c2ccccc2)[C@H](C(C)=O)[C@H]1C	-1.1
31	CC(C)(C)[C@]1(O)CCN2C[C@H]3c4ccccc4CCc4cccc(c43)[C@@H]2C1	1.4
32	COC(=O)[C@@H]1[C@@H](C)N(Cc2ccccc2)C(=O)N[C@H]1c1ccccc1	0.99
33	C#C[C@]1(O)CCC2C3CCC4=Cc5oncc5CC4(C)C3CCC21C (some centres not stated)	-0.6
34	COc1cc(C(=O)NCCCc2nc3ccccc3n2Cc2cc(C)ccc2C)cc(OC)c1OC	0.34
35	C[C@]12CC[C@@H]3c4ccc(O)cc4CC[C@H]3[C@@H]1C[C@@H](O)[C@@H]2O	-0.83
36	COC(=O)[C@H](Cc1ccccc1)NC(=O)O[C@H]1C(=O)c2ccc(OC)cc2O[C@@H]1c1ccc2c(c1)OCO2	-0.09
37	COC(=O)CCC(=O)OC1(C)C(=O)C=C2C=C(C3CC3)OC=C2C1=O (configuration not stated)	-0.74
38	COc1cc(O)c(C(CC(=O)N2CCN(c3ccccc3)CC2)c2cc(OC)c(OC)c(OC)c2)c(OC)c1 (configuration not stated)	0.34
39	COC(=O)[C@@H]1C[C@H]1[C@@H](NC(=O)c1cc(C)on1)c1ccccc1	0.13
40	O=c1[nH]c2cc(Cl)ccc2c(O)c1-c1cccc(Oc2ccccc2)c1	-0.093
41	CNC(=O)[C@@]1(Cc2ccccc2)C=C[C@@H](C)N1C(=O)OC	-0.5
42	CC[C@H](C)[C@@H]1NC(=O)c2cc([N+](=O)[O-])cc(F)c2NCCCC[C@@H](C(N)=O)NC(=O)[C@H](CC(N)=O)NC1=O	-0.49
43	COc1ccc(-c2ccc(F)cc2)cc1[C@H]1[C@H]2C=CC[C@@H](C)[C@@H]2C(=O)N1Cc1ccccc1	-0.7
44	COc1cc(OC)c2ccc(=O)oc2c1C(CC(=O)N1CCCC1)c1ccc(N(C)C)cc1 (configuration not stated)	0.77
45	O=C(NCc1ccccc1)C1=C[C@H](c2ccc(C(F)(F)F)cc2)C[C@H](OCCCCO)O1	0.38
46	Cn1cc(S(=O)(=O)N2CCC3(CC2)OCCO3)c(=O)n(C)c1=O	-1.3
47	CCOC(=O)C1Nc2ccc(OC(F)(F)F)cc2C2C=CCC12 (configuration not stated)	0.57
48	COc1ccc(CCC(=O)NCc2cn3ccc(C)cc3n2)cc1	-0.19
49	CCCCN1CC[C@H]2C=CC[C@@H](C(=O)Nc3ccc(OC)cc3)[C@H]2C1=O	0.043
50	O=C(NCc1ccccc1)C1=C[C@H](c2ccc(C(F)(F)F)cc2)C[C@H](OCc2ccc(CO)cc2)O1	-0.046
51	C#CCOCCOCCOCCNc1nc(N2CCN(C(=O)[C@H](C(C)C)n3cc(CCO)nn3)CC2)nc(N2CCN(C(=O)[C@H]([C@@H](C)CC)n3cc(CCCCN)nn3)CC2)n1	1.1
52	O=C(C1=C[C@H](c2coc3ccccc3c2=O)C[C@H](OCc2ccc(CO)cc2)O1)N1CCOCC1	0.0096
53	COC(=O)C1=C(COc2ccccc2)NC(=O)NC1c1ccc(Br)cc1 (configuration not stated)	-0.074
54	CC(NC(=S)NCCc1ccccc1)C(c1cccs1)N1CCN(C)CC1 (configuration not stated)	-0.032
55	COC(=O)C1NC(=O)N2C(C(=O)OC)C(C)(C)S[C@H]12 (some centres not stated)	-0.35
56	NC(=O)[C@H]1CC2(CC(c3cccc(NC(=O)COc4ccc(Cl)cc4)c3)=NO2)CN1C(=O)[C@H]1CCC(=O)N1 (some centres not stated)	-0.14
57	C=C1CCN([C@@H](CC(C)C)C(=O)N2CCOCC2)S(=O)(=O)c2ccccc21	-0.58
58	NC(=O)CC[C@@H]1NC(=O)[C@@H]2CCCN2C(=O)c2cc([N+](=O)[O-])cc(I)c2NCCC[C@@H](C(N)=O)NC1=O	-0.0024
59	O=C(NCc1cccs1)c1cc(-c2ccccc2)nn1CC1CC(c2cccc([N+](=O)[O-])c2)=NO1 (configuration not stated)	0.77
60	Cc1ccc(C(=O)Nc2cccc(C(F)(F)F)c2)cc1NC(=O)c1cnnc2ccccc12	-0.34

4 compounds already listed, sorted by the value under hDAT+cocaine, low to high:
no.	mol	hDAT+cocaine
46	Cn1cc(S(=O)(=O)N2CCC3(CC2)OCCO3)c(=O)n(C)c1=O	-1.3
35	C[C@]12CC[C@@H]3c4ccc(O)cc4CC[C@H]3[C@@H]1C[C@@H](O)[C@@H]2O	-0.83
40	O=c1[nH]c2cc(Cl)ccc2c(O)c1-c1cccc(Oc2ccccc2)c1	-0.093
50	O=C(NCc1ccccc1)C1=C[C@H](c2ccc(C(F)(F)F)cc2)C[C@H](OCc2ccc(CO)cc2)O1	-0.046

By substructure, the entries above with a tert-butyl group.
no.	mol	hDAT+cocaine
9	C[C@@H](C(=O)N1CCN(C(=O)OC(C)(C)C)CC1)n1cc(CCCN=C(NC(=O)OC(C)(C)C)NC(=O)OC(C)(C)C)nn1	-0.16
20	CC(C)(C)c1ccc(C2=CC(c3ccccc3F)n3ncnc3N2)cc1 (configuration not stated)	0.16
31	CC(C)(C)[C@]1(O)CCN2C[C@H]3c4ccccc4CCc4cccc(c43)[C@@H]2C1	1.4

The list goes on:
#	compound	hDAT+cocaine
61	CC(=O)n1cc([C@@H]2C=C(C(=O)N3CCN(Cc4ccc5c(c4)OCO5)CC3)O[C@H](OCCCCO)C2)c2ccccc21	2.1
62	CC(O)[C@H]1CNC(=O)C(=O)N1CCc1cc(C(F)(F)F)cc(C(F)(F)F)c1 (some centres not stated)	-0.77
63	CC(=O)C1=C(C)N(Cc2ccccc2)C(=O)N[C@H]1c1cccs1	-1.7
64	O=C(O)C1=C[C@@H](C2CCCCC2)C[C@@H](OCc2ccc(CO)cc2)O1	0.031
65	C#CCOCCOCCOCCNc1nc(OC)nc(N2CCN(C(=O)[C@H](CCCCN)n3cc(C(N)CO)nn3)CC2)n1 (some centres not stated)	-0.11
66	CCO[C@H]1OC(C(=O)NCc2nc3ccccc3[nH]2)=C[C@@H](c2cn(C(C)=O)c3ccccc23)[C@@H]1CCCO	1.2
67	COCCN1C=C2C(=O)C(C)(OC(=O)CCC(=O)OC)C(=O)C(Br)=C2C=C1c1ccc(OC)cc1 (configuration not stated)	-1
68	CC(C)CN1C=C2C(=O)C(C)(OC(=O)C3CCCC3)C(=O)C=C2C=C1c1ccsc1 (configuration not stated)	-1.1
69	Cc1ccc(-c2cc(=O)c3cc(F)ccc3[nH]2)cc1	0.0046
70	Cc1cc(=O)oc2cc(OC(=O)c3ccccc3)ccc12	-0.22
71	COc1cccc2c1C(=O)c1c(O)c3c(c(O)c1C2=O)C[C@@](O)(C(=O)CO)C[C@@H]3O[C@H]1C[C@H](N)[C@@H](O)[C@H](C)O1	-0.33
72	Cc1nc(-c2ccccc2)sc1C1(C)CC(c2ccc(OC(F)(F)F)cc2)=NO1 (configuration not stated)	0.43
73	CCOC(=O)CN1C(=O)N[C@@H](c2ccccc2)C(C(C)=O)=C1C	-0.8
74	C#CCOCCOCCOCCNc1nc(N2CCN(C(=O)[C@H](CCCCN)n3cc([C@@H](N)C(C)CC)nn3)CC2)nc(N2CCN(C(=O)[C@H](Cc3ccc(O)cc3)n3cc([C@@H](N)C(C)CC)nn3)CC2)n1 (some centres not stated)	0.0046
75	COc1ccc(NC(=O)c2ccc(-c3ccccc3C(F)(F)F)o2)cc1	0.15

The results go on:
#	compound	hDAT+cocaine
76	CC(C)n1cnc2c(N(C)c3cccc(Cl)c3)nc(N(CCO)CCO)nc21	1.2
77	Clc1nc2ccccc2cc1-c1nnn(-c2ccccc2Br)n1	0.78
78	O=S1(=O)CCOC[C@H](Cc2ccccc2)N1Cc1ccccc1	0.085
79	COC(=O)[C@@H]1C[C@@]2(Br)c3ccccc3N(S(=O)(=O)c3ccccc3)[C@H]2N1C(=O)OC	1
80	O=C(NCCc1nc(-c2ccccc2Cl)no1)c1ccccc1	0.5
81	CNC(=O)c1[nH]cnc1C(=O)N[C@@H](CC(C)C)C(=O)OC(C)(C)C	0.038
82	COc1ccc(CNC(=O)[C@@H]2CC=C[C@@H]3CCN(Cc4ccc(Cl)c(Cl)c4)C(=O)[C@@H]32)cc1	1.2
83	O=C(O)c1cc(C(F)(F)F)nc2ccccc12	-0.019
84	CC(C)(C)[C@H]1C=C(C(=O)O)O[C@@H](OCCCCO)C1	-0.0064
85	C[C@@H](C(=O)Nc1ccc2ccccc2c1)[C@@H]1C[C@@]1(C)[C@@H](NC(=O)c1cnccn1)c1ccccc1	2.2
86	c1ccc(-c2nnc(CN3CCN(C(c4ccccc4)c4ccccc4)CC3)o2)cc1	0.13
87	O=C(NCc1nc2ccccc2[nH]1)C1=C[C@@H](c2ccccc2)C[C@@H](OCCCCO)O1	3.2*
88	CCN(C(=O)c1ccc2c(Cl)c3c(nc2c1)CCC3)c1cccc(C)c1	2.1
89	NC(=O)C1=C[C@H](c2ccc(C(F)(F)F)cc2)C[C@H](OCc2ccc(CO)cc2)O1	-0.58
90	O=C(CCCCC(=O)Nc1c(I)cc(I)c(C(=O)O)c1I)Nc1c(I)cc(I)c(C(=O)O)c1I	-0.58

Going on with the list.
#	compound	hDAT+cocaine
91	CCO[C@@H]1OC(C(=O)NCc2nc3ccccc3[nH]2)=C[C@H](C2CCCCC2)[C@H]1CCCO	0.35
92	Clc1ccc(-n2nnc(-c3cccnc3)n2)cc1Cl	0.82
93	CN(C)CCNC(=O)c1c(CSc2ccc(Cl)cc2)noc1C(=O)NCc1ccccc1	-1.8
94	C=C1C(=O)C=C[C@]2(C)C[C@@H]3OC(=O)[C@](C)(O)[C@H]3C[C@@H]12	-1.5
95	O=C(NCCc1ccccc1)c1ccc(-c2ccccc2C(F)(F)F)o1	1.5
96	CCOC(=O)C1=C(C)N(CCCC(=O)O)C(=O)NC1c1ccc(OC)cc1 (configuration not stated)	-1.3
97	COc1ccc(CCNC(=O)CSc2cn(Cc3ccccc3)c3ccccc23)cc1OC	-0.94
98	CC[C@@H]1CC=C[C@H]2[C@H]1C(=O)N(Cc1ccccc1)[C@H]2c1ccoc1	-0.93
99	CCCCN1CC[C@H]2C=CC[C@@H](C(=O)NCCc3ccccc3)[C@H]2C1=O	2.5
100	COc1cccc(-c2cc(=O)c3cc(NC(C)=O)ccc3[nH]2)c1	0.14
101	COC(C/C=C/[C@H](O)COCc1ccccc1)OC	-0.74
102	COc1cc(OC)c2ccc(=O)oc2c1C(CC(=O)N1CCCC(C)C1)c1ccc2c(c1)OCO2 (configuration not stated)	0.5
103	C#CCNC(=O)C1=C[C@@H](c2csc3ccccc23)[C@H](CCCO)[C@@H](OCC)O1	0.25

Screening data from PubChem BioAssay.
